Screens from PubChem BioAssay.
TNAP inh noacc: TNAP (human) inhibition, acceptor-free conditions; hit rate 0.26% among 200,000; purified TNAP, CDP-star luminescence, 30 min; inhibition, % at 20 µM; P05186;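 active = tissue-nonspecific alkaline phosphatase inhibition above about 50% at 20 µM in the single-dose screen, limit read from the data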;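 note: 0% = DMSO negative control and 100% = EDTA positive control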
Target sequence (P05186 whole entry, looked up): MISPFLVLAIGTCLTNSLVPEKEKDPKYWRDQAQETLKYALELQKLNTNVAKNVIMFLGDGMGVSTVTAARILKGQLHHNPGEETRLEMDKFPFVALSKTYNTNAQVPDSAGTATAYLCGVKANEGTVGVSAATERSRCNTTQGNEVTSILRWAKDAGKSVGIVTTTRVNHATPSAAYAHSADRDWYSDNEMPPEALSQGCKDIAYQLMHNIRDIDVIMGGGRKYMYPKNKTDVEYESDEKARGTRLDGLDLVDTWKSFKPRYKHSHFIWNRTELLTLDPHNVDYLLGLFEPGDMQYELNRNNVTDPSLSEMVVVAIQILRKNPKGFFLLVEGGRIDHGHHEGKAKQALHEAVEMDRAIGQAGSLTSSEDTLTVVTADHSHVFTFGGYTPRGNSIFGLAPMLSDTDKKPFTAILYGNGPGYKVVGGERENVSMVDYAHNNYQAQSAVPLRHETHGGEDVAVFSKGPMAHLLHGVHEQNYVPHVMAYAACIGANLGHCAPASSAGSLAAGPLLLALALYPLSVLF
L major viab: Leishmania major promastigote growth inhibition | Leishmania major promastigotes, resazurin fluorescence viability | inhibition, % at 10 µM | hit rate 9% among 200,000 | AID 1063; in the data active = inhibition above about 50%;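 note: promastigotes grown with compound for 44 hours at 28 °C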
Redox H2O2 prof: compounds producing H2O2 with reducing agent – biochemical, NIH compound library profiling, artefact control for MLSCN library redox annotation, primary screen; DTT-dependent redox cycling H2O2, phenol red/HRP absorbance; 100% = 100 µM peroxide control, 0% = buffer; activation, % at 10 µM; AID 878; hit rate 0.03% among 200,000;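 active = activation of at least 50% relative to the plate's high and low controls in the primary single-dose screen; inactive = activation below 50%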;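 note: compound incubated with DTT at 0.8 mM final as the reducing agent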
Hsp70 activator: Hsp70 transcriptional activation, primary screen; activation, % at 10 µM; AID 1203; HeLa Hsp70 promoter luciferase reporter, luminescence; scaled: vehicle 0, proteasome-inhibitor control 100%; hit rate 0.04% among 200,000;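 active = activation above the mean across all tested compounds plus 3 SD, cutoff set per campaign, cut at about 5.5% in these data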;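 note: 100% = MG132 at 30 µM as the positive control and 0% = DMSO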
PMI act hi M6P: activators of human phosphomannose isomerase at near-saturating mannose 6-phosphate | P34949 | coupled PMI enzyme assay, resazurin fluorescence, 20 min; hits give high values; 1 = untreated enzyme, 0 = substrate-free blank | activation factor at 20 µM | hit rate 0.34% among 190,000 | AID 1216;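 active = activation factor of 2 or more at 20 µM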
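Test system: human phosphomannose isomerase with PGI, G6PDH, diaphorase coupling enzymes; Amount: PMI at 15 ng/mL final; Reagent: Mannose-6-phosphate 1.0 mM (near-saturating) plus 0.22 mM NADP+; Timing: 20 min, room temperature; Technique: resorufin fluorescence at Ex 544/Em 590 nm; Dosing: 20 µM single dose.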
PMI act: activators of human phosphomannose isomerase; P34949; activation factor at 20 µM; AID 1214; hit rate 0.005% among 190,000; purified human PMI, coupled resazurin fluorescence, 20 min; hits give high values; 1 = vehicle control, 0 substrate-free wells;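 active = activation factor of 2 or more at 20 µM, relative to plate controls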
HMGR II inh: inhibitors of class II HMG-CoA reductase from Enterococcus faecalis; hit rate 0.41% among 190,000; AID 1066; inhibition, % at 10 µM; purified E. faecalis HMGR, NADPH absorbance 340 nm kinetic;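 active = inhibition above a set limit, the median over all tested compounds plus 3 SD, cut at about 9.5% in these data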;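 note: enzyme runs in reverse so mevalonate oxidation gives rising NADPH absorbance; 0% = complete reaction with DMSO and 100% = background rate lacking mevalonate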
RAM inhibit: yeast RAM network inhibition | S. cerevisiae dse1pr::URA3 reporter, 5-FOA growth OD615, 2 d; analog-sensitive cbk1-as2 kinase mutant strain | inhibition, % at 50 µM | hit rate 1.8% among 190,000 | AID 868;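 active = inhibition above a set limit, 3 SD over mean compound inhibition, cut at about 8.4% in these data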;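 note: 0% = DMSO-only wells with no growth and 100% = 10 µM 1-NA-PP1 full growth; inhibition rescues growth on 5-FOA so higher OD means more RAM inhibition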
TNAP inh hi DEA: inhibitors of human TNAP at high phosphate acceptor concentration. P05186. purified TNAP, CDP-star luminescence, 1 M DEA. hit rate 0.03% among 200,000. AID 1135. inhibition, % at 20 µM;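 active = over 50% inhibition of tissue-nonspecific alkaline phosphatase at 20 µM in the single-dose screen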;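 note: plate controls were DMSO wells for no effect and EDTA-quenched wells as full inhibition for full effect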
S1P3 antagonist: S1P3 (human) receptor antagonism. CHO S1P3 NFAT-BLA reporter, FRET fluorescence, antagonist mode. inhibition, % at 4.98 µM. hit rate 0.27% among 170,000. AID 485;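 active = inhibition above the plate cutoff, the mean inhibition of test wells on that plate plus 3 SD, cut at about 28% in these data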;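 note: cells challenged with S1P at its EC80 of 0.8 µM; blue over green emission ratio from cleaved BLA substrate after 4 h stimulation; 0% = S1P-stimulated wells and 100% = unstimulated DMSO-only wells; some compounds past the cut are filed as inactive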
Target sequence (Q99500 whole entry, looked up): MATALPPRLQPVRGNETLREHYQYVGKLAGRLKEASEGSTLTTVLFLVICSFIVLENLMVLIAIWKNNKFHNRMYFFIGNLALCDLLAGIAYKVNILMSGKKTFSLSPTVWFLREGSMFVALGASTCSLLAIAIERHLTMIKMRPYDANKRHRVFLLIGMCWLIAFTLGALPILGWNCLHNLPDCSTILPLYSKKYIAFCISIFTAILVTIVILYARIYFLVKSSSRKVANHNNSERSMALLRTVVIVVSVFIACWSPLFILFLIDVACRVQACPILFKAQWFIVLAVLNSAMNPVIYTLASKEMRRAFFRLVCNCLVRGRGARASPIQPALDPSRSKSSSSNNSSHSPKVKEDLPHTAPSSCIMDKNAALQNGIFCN
Active calls of the source: *; · = not tested or not shown.

SMILES | TNAP inh noacc | L major viab | Redox H2O2 prof | Hsp70 activator | PMI act hi M6P | PMI act | HMGR II inh | RAM inhibit | TNAP inh hi DEA | S1P3 antagonist
c1ccc(CCNc2ncnc3ccccc23)cc1 | -11 | 42 | -2.5 | -0.1 | 0.9 | 1 | -4 | 2.0 | -1 | 44*
CC(C)C(c1nnnn1Cc1ccccc1)N(Cc1ccco1)Cc1cccs1 (centres undefined) | -17 | 21 | 0.2 | 0.4 | 0.9 | 1.1 | 5 | 13* | -10 | 49
O=C(Cc1cccs1)N1CCN(C(=O)C2CCCO2)CC1 (centres undefined) | -14 | -4 | 2.8 | -0.5 | 0.9 | 0.8 | -1 | 4.6 | -5 | 5
COc1ccc(N(C)S(=O)(=O)c2cccc(C(=O)NCC3CCCCC3)c2)cc1 | -20 | 28 | -0.6 | -0.3 | 1 | 0.9 | 1 | 13* | -6 | -5
CCOC(=O)CCc1c(C)nc2cc(-c3ccc(F)cc3)[nH]n2c1=O | 4 | 3 | 1.4 | -0.1 | 0.9 | 0.8 | -2 | 2.9 | -5 | -19
O=C(NCCc1cn2ccccc2n1)c1cc(COc2ccc3ncccc3c2)on1 | -2 | 42 | -1.4 | -0.3 | 0.8 | 0.8 | -5 | 0.6 | 2 | 21
Cc1csc2nc(=O)c3ccccc3n12 | -5 | -2 | 3.7 | -0.6 | 0.8 | 0.8 | -4 | 2.1 | -1 | -6
CCc1ccccc1NC(=O)C1CCCN(S(=O)(=O)c2c(C)noc2C)C1 (centres undefined) | -8 | 5 | 2.1 | -0.4 | 0.9 | 0.9 | 0 | 1.4 | -6 | -11
O=C(/C=C/c1ccccc1)N/C(=C/c1ccccc1)C(=O)N1CCOCC1 | -2 | 48 | · | -0.2 | 0.9 | 0.9 | 2 | 0.1 | 0 | -1
O=C(NC1CCS(=O)(=O)C1)c1cccc(S(=O)(=O)N2CCCCCC2)c1 (centres undefined) | -2 | -2 | -1.4 | -0.1 | 0.9 | 0.9 | -3 | 2.0 | -6 | -5
OC1(c2ccccc2Cl)NN=C2CCCCCN21 (centres undefined) | -13 | -4 | 0.2 | -0.3 | 1 | 1 | -2 | 0.0 | -2 | -8
C=CCOc1ccc(/C=N/NC(=O)C(C)Sc2ccccn2)cc1OCC (centres undefined) | -2 | 4 | -0.1 | -0.2 | 1 | 0.9 | -1 | 0.1 | -8 | 8
CCn1cc(C(=O)OCC(=O)Nc2ccc(S(=O)(=O)N3CCCC3)cc2)c(=O)c2ccc(C)nc21 | -9 | -1 | 1.9 | 0.2 | 1 | 0.9 | -2 | 5.6 | -6 | -18
O=C(c1ccccc1Cl)N1CCc2ccccc2C1 | -8 | 6 | 0.5 | -0.1 | 1.1 | 1.1 | -1 | 0.9 | -1 | -8
CN(c1ccccc1)S(=O)(=O)c1cc(Cl)ccc1Cl | -6 | -3 | 0.2 | -0.2 | 1 | 1 | 4 | -0.4 | 7 | 1
O=C(C1CCC(C(=O)N2CCc3ccccc32)CC1)N1CCc2ccccc21 (centres undefined) | -11 | -3 | 2.3 | -0.1 | 0.9 | 1 | -5 | 1.6 | -4 | -16
CCOc1cc2[nH]c(=S)n(Cc3ccc(C)o3)c(=O)c2cc1OCC | -12 | 3 | -0.2 | -0.3 | 1 | 0.9 | -2 | 4.4 | -6 | ·
Cc1ccc(NC(=O)c2ccc(-n3cncn3)c([N+](=O)[O-])c2)cc1 | 3 | -6 | 7.9 | -0.4 | 0.9 | 1 | -11 | 1.4 | -3 | ·
CCN(CC)S(=O)(=O)c1ccc(OC)c(NC(=O)c2cc([N+](=O)[O-])ccc2Cl)c1 | -3 | 2 | 2.8 | 0.1 | 1.1 | 1 | -4 | 4.7 | 1 | ·
O=C(Nc1ccon1)c1sc2ccccc2c1Cl | -2 | 4 | 3.2 | -0.1 | 1 | 1 | 0 | 2.4 | -6 | 28
CCc1ccc(OCC(=O)NC(=S)Nc2ccc(C)cc2C)c(Br)c1 | -10 | -5 | -3.1 | -0.1 | 1.1 | 1.2 | -6 | 4.7 | 0 | ·
N#C/C(=C\c1ccc([N+](=O)[O-])o1)c1nc2ccccc2[nH]1 | 4 | 100* | 0.7 | -0.4 | 1 | 1 | -12 | 1.5 | 32 | -9
C=CCNC(=O)c1cc(C(=O)C(C)c2ncc(C(F)(F)F)cc2Cl)c[nH]1 (centres undefined) | -5 | 1 | -0.9 | -0.5 | 1 | 1 | -5 | 2.6 | 0 | 2
Cc1nc2ccccc2c(=O)n1NC(=O)C1CCC(C(C)(C)C)CC1 (centres undefined) | -15 | -6 | -0.6 | -0.4 | 0.9 | 1 | 3 | 3.8 | -2 | -17
CC(C(=O)N1CCOCC1)N1C(=O)c2ccccc2C1=O (centres undefined) | -9 | -5 | 0.4 | -0.2 | 1 | 1 | -3 | 0.5 | -6 | ·
Cc1nc(N2CCOCC2)c2cc(-c3ccccc3)sc2n1 | -3 | -2 | 0.4 | -0.1 | 0.9 | 0.9 | -2 | -2.0 | -2 | -2
CCc1nnc(NC(=O)CSc2nnc(-c3ccccc3O)n2-c2ccc(C)cc2C)s1 | 0 | 99* | 3.3 | -0.2 | 1 | 0.9 | -10 | 8.5* | -1 | 22
Cc1onc(-c2ccccc2Cl)c1C(=O)N1CCc2ccccc21 | -9 | 2 | 0.5 | -0.4 | 0.9 | 0.9 | -4 | 1.0 | -1 | 21
O=C(Nc1ccc(N2CCOCC2)cc1N1CCOCC1)c1ccco1 | -5 | 8 | 1.5 | -0.9 | 0.8 | 0.8 | -3 | 0.8 | 2 | 8
COc1ccc(-n2c(=S)[nH]c3cc(C(=O)O)ccc3c2=O)cc1 | -12 | -3 | -2.0 | -0.1 | 0.9 | 1 | -10 | 6.1 | -3 | 7
CCOC(=O)CSc1n[nH]c(NC(C)=O)n1 | -7 | -4 | 0.4 | -0.1 | 1 | 1 | 4 | 0.6 | -7 | 3
CCOc1ccc(C2CC(=O)NC3=C2C(=O)CCC3)cc1 (centres undefined) | -14 | -2 | 1.6 | 0.0 | 1 | 1 | 0 | 1.5 | -5 | -28
FC(F)(F)c1cc(Oc2ccccc2Cl)nc(-c2ccccn2)n1 | 5 | 18 | 1.8 | -0.3 | 0.9 | 1 | -1 | 4.7 | 1 | ·
O=C(CSc1ccc(-c2ccc(Cl)cc2)nn1)Nc1ccc2c(c1)OCCO2 | -6 | -2 | 0.9 | -0.2 | 1 | 0.9 | 1 | 3.8 | -2 | -5
CCCCn1c(NC(=O)c2ccc(Br)o2)c(S(=O)(=O)c2ccccc2)c2nc3ccccc3nc21 | -9 | -2 | 0.2 | -0.3 | 0.9 | 0.9 | -7 | 8.0 | -2 | ·
O=C(Nc1ccc2nsnc2c1)N1CCCCCC1 | -22 | -2 | 0.1 | -0.3 | 0.8 | 1 | 0 | 2.6 | -4 | ·
COc1cccc(NC2CC(=O)N(CCc3ccccc3)C2=O)c1 (centres undefined) | -6 | 0 | 2.0 | -0.1 | 0.9 | 0.8 | -3 | 2.4 | -1 | 9
Cn1c(C(=O)N2CCN(c3cccc(C(F)(F)F)c3)CC2)cc2sccc21 | -7 | -7 | -1.6 | 0.1 | 0.9 | 0.7 | 0 | 3.5 | -5 | -17
CCCNc1nc2c(c(=O)[nH]c(=O)n2C)n1Cc1cccc(Br)c1 | -6 | 3 | -2.7 | -0.2 | 0.9 | 0.9 | -5 | 4.8 | -1 | ·
COc1cc(-c2ccccc2)nc(N)n1 | -15 | 0 | 0.1 | 0.1 | 1.1 | 1.1 | -1 | -0.4 | -5 | ·
CC(C)(C)c1ccc(OCCNC(=O)Cc2ccc(F)cc2)cc1 | -5 | -6 | 0.0 | -0.3 | 1 | 1.1 | 1 | 0.8 | -5 | 2
COc1ccc(CNC(=O)/C=C/c2ccc(OCCCF)cc2)cc1 | 2 | -2 | -4.7 | 0.1 | 0.9 | 0.9 | -2 | 3.2 | 2 | ·
O=C(NC(=S)NCCN1CCOCC1)c1ccc(Cl)cc1 | -10 | -2 | -0.6 | -0.1 | 0.9 | 0.8 | -3 | -0.7 | 2 | -5
Cc1ccnc(SCCn2c(N3CCN(C)CC3)nc3c2c(=O)[nH]c(=O)n3C)n1 | -4 | · | · | · | 1 | 0.9 | · | · | -1 | 20
COc1cc(OC)cc(C(=O)NCCn2ccc3ccccc32)c1 | 8 | 0 | 0.0 | -0.4 | 1.1 | 1.1 | -13 | 1.8 | -7 | 13
O=C(Nc1ccc(F)cc1F)c1ccc(COc2c(F)c(F)cc(F)c2F)o1 | -8 | -7 | 0.5 | -0.2 | 1 | 1 | -8 | 8.6* | -10 | 10
COc1ccccc1NC(=O)C/C(C)=N/NC(=O)C12CC3CC(CC(C3)C1)C2 | -10 | 4 | -0.2 | 0.1 | 1 | 1.1 | 3 | 0.9 | -2 | 18
CC(=O)Nc1ccc(SCC(=O)Nc2ccc(Cl)cn2)cc1 | -2 | -3 | 0.1 | 0.0 | 1 | 1 | 2 | 1.8 | 0 | -26
c1ccc(-c2ccccc2OCCOCCN2CCCCC2)cc1 | -3 | 72* | 0.1 | -0.5 | 1.1 | 1 | -3 | -1.2 | -2 | -2
C/C(CC(=O)NC1CCCCCC1)=N\NC(=O)c1cnccn1 | -16 | -3 | -0.1 | 0.2 | 0.9 | 1 | -5 | -0.1 | -5 | -8
Nc1nc(Cn2nnc(-c3ccccc3F)n2)nc(N2CCOCC2)n1 | -5 | -11 | -0.2 | -0.3 | 0.9 | 0.9 | -3 | 3.9 | 2 | 6
Cc1cc(C(=O)CSc2n[nH]c(N)n2)c(C)n1-c1ccccc1 | -13 | 11 | 0.7 | -0.3 | 1 | 0.9 | -3 | 0.5 | -5 | ·
CCOC(=O)C1(CC2CCCCO2)CCN(Cc2cn[nH]c2-c2cccc(F)c2)CC1 (centres undefined) | 6 | -2 | 0.7 | -0.1 | 1 | 0.9 | -4 | 0.9 | -2 | 8
COc1ccc(CCNC(=O)CN2CCN(Cc3ccc(F)cc3)C2=O)cc1OC | -22 | -8 | -0.9 | -0.3 | 1.1 | 1 | -5 | 0.8 | -1 | ·
c1ccc(COc2ccccc2CNC2CCCC2)cc1 | -15 | 70* | 0.2 | 0.0 | 1 | 1 | 3 | 1.9 | -6 | -3
COc1ccc(OCC(=O)OCCNC(=O)c2cccnc2)cc1 | -1 | -4 | 0.0 | -0.2 | 1.2 | 1.1 | -6 | -0.1 | -7 | 0
CCOC(=O)Cc1csc(NC(=O)C(C)Oc2ccc3c(C)cc(=O)oc3c2)n1 (centres undefined) | -5 | 3 | -1.4 | 0.0 | 1 | 1.1 | -5 | 0.0 | -4 | -7
